Assay outcomes: PubChem, several laboratories
Ins promoter up: MIN6 insulin promoter up-regulation. MIN6 insulin promoter-GFP reporter, high-content imaging; stronger effect = higher value. z-score at 5 µM. hit rate 0.3% among 190,000. AID 1625;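 active = z-score above 3 at 5 µM with at least 500 cells counted in the well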
TNAP activation fold: human TNAP enzyme activators, primary screen, biochemical, luminescent, no phosphate acceptor, uHTS (AID 1001); purified TNAP, luminescent activation assay, no phosphate acceptor; higher activation fold means a stronger effect; activation fold at 20 µM, or EC50 in µM where a hit was titrated; hit rate 0.03% among 200,000; in the data active = activation fold from about 3, or a potency from the dose series; inactive = the rest, 99 in 100 with activation fold below about 1.6; also: many of its hits are not listed in these tables
T cell HTS: T cell immune modulators affecting CD8 T cell-vesicle binding | 2C CD8+ T cell-vesicle binding, flow cytometry; stronger effect = lower value | calls only at 7 µM | hit rate 0.068% among 330,000;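 active = response, share of CD8 T cells binding vesicles, and their 90th percentile fluorescence all below set limits, cut at about 80% in these data, passing the limit was not always enough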
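System: murine 2C transgenic CD8+ T lymphocytes; also added: QL9-loaded Drosophila micro-vesicles; times: binding 1.5 h at 37 °C; measured by: flow cytometry, PE anti-B7-1 (FL2) versus Alexa647 anti-CD8 (FL8), PFA-fixed; control set: Peptide-free naked vesicles (low) and QL9 vesicles with 0.7% DMSO vehicle (high)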
Lipid droplet: hepatic lipid droplet formation modulation; AML12 mouse hepatocytes, oleate lipid droplets, BODIPY imaging; inhibition, % at 6.5 µM; hit rate 0.4% among 240,000; AID 1656;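 active = lipid droplet intensity inhibited by at least 50%, with more than 500 cells counted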
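Material: mouse AML12 hepatocyte cell line, fixed after treatment; Timing: compound with oleate, overnight; Technique: high-content imaging of BODIPY-stained droplets and DAPI nuclei; Probe or stimulus: oleate, 100 µM final; Dosing: compound at 6.5 µM only.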
PMI inhibitors: inhibitors of human PMI, primary screen, biochemical, fluorescence intensity, coupled assay (AID 1209) | hit rate 0.42% among 190,000 | purified PMI enzyme, coupled fluorescence intensity; higher % means a stronger effect | inhibition, % at 20 µM, or IC50 in µM where a hit was titrated;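 also: plate controls were DMSO vehicle for no effect and wells lacking substrate for full effect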
MT stabilizer: microtubule stabilization, imaging screen. HeLa tubulin immunostaining HCS, 24 h; share of cells brighter than vehicle mean+2SD. % tubulin-high responders, % at 10 µM. hit rate 0.83% among 200,000;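 active = plate Z-score above 3 for both tubulin-high and condensed-nucleus cell shares, with cell loss under 80%, at 10 µM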;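 also: anti alpha tubulin signal scored within the nucleus-defined area of each cell; some results filed as inactive read as strong as hits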
Autophagy HCS: alters autophagy in cells | MEF GFP-LC3 puncta imaging; test concentration mostly 10 µM | calls only at 10 µM (by protocol) | hit rate 0.98% among 190,000 | AID 463193;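 active = percentage of spot-positive cells more than 3 SD above its plate mean, without a fluorescence outlier flag or 80% toxicity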;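 also: spot-positive cell cutoff set from DMSO-treated cells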
human PMI inhibitors: MPI inhibition at elevated mannose 6-phosphate – biochemical, fluorescence intensity, high mannose 6-phosphate, primary screen (AID 1220); hit rate 0.66% among 190,000; recombinant PMI enzyme, coupled fluorescence intensity; higher % means a stronger effect; inhibition, % at 20 µM; hits with a dose series show IC50 in µM
b-catenin transl: modulators of beta-catenin nuclear translocation. HeLa beta-catenin nuclear translocation, immunofluorescence imaging. nuclear translocation activity, % at 5 µM. hit rate 0.3% among 190,000;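 active = nuclear translocation activity above 50% at 5 µM, with a well cell count of 50 or more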;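 also: per-cell ratio of nuclear to cytoplasmic median beta-catenin stain intensity; plate controls were DMSO negative control for no effect and GSK-3 inhibitor IX positive control for full effect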
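System: HeLa cells, endogenous beta-catenin; compound dosing: 5 µM primary single dose, 0.1% DMSO, 0.02–20 µM confirmation series; incubation: 24 h compound exposure at 37°C, 5% CO2; signal: beta-catenin immunofluorescence imaging with DAPI; evaluation: % activation, nuclear-to-cytoplasmic median beta-catenin signal ratio per cell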
Ins promoter up cell count: also measured in Ins promoter up; calls as there; cell count; measured here: cytotoxicity, nuclei count;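 total cells summed across four imaged fields per well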
Lipid droplet cells 6.5 µM: second read-out of Lipid droplet, no call of its own (marks repeat the call); cell count; measured here: cell count, cytotoxicity flag;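 cells counted across two imaged fields per well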
b-catenin transl cell count 5 µM: second read-out of b-catenin transl, no call of its own (marks repeat the call); cell count; measured here: cell count, cytotoxicity flag
T cell HTS vesicle-bound %: further read-out of T cell HTS, marked with its call; double positive events, %; measured here: CD8+ vesicle-bound cell fraction;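 binding gate set so that unloaded-vesicle control wells show 10% double positive cells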
MT stabilizer Hoechst-high %: also measured in MT stabilizer; calls as there; % Hoechst-high responders; measured here: nuclear condensation Hoechst responders;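 share of cells brighter than vehicle mean plus two SD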
MT stabilizer cytotoxicity %: recorded beside MT stabilizer, whose call it bears; toxicity, %; measured here: cytotoxicity by cell density;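 0% = mean cell density of plate MIN control wells and 100% = no cells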
Autophagy HCS cell loss 18 h: second read-out of Autophagy HCS, no call of its own (marks repeat the call); toxicity, %; measured here: cell loss, nuclei count;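 cell loss after 18 h compound exposure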
Starred values were filed as active, the others as inactive; i = inactive; / = no result given. Rule as the data show it, unless noted: active = inhibition above about 50%; inactive = the rest.

SMILES	Ins promoter up	Ins promoter up cell count	TNAP activation fold	T cell HTS	T cell HTS vesicle-bound %	Lipid droplet	Lipid droplet cells 6.5 µM	PMI inhibitors	MT stabilizer	MT stabilizer Hoechst-high %	MT stabilizer cytotoxicity %	Autophagy HCS	Autophagy HCS cell loss 18 h	human PMI inhibitors	b-catenin transl	b-catenin transl cell count 5 µM
CCCCC(=O)OCC(=O)c1[nH]c(C)c(C(=O)OCC)c1C	-0.06	1071	1.1	i	13	-11	721	0%	2.2	1.5	4.8	i	-9	-3%	14	903
CCc1cc(OCCCCNCc2ccccc2)ccc1Cl	-0.08	1167	1.3	i	37	20	712	-12%	3.1	2.2	6.1	i	-17	-11%	-2.3	1006
COc1cc(C=O)ccc1OCCSc1ccc(C)cc1	0.18	1824	1.1	i	48	1	676	8%	4.1	2.3	4.9	i	-36	10%	-1.8	1057
Cc1ccc(OCCC(=O)OCC(=O)NCCc2ccccc2)cc1	0.26	1308	1.2	i	39	-34	599	2%	1.3	1.7	3.4	i	-5	-5%	-1.4	1092
CN(CC(=O)N1CCN(c2cccc(Cl)c2)CC1)S(=O)(=O)c1cnc[nH]1	-0.14	1287	1	i	36	/	/	1%	4.6	2.1	5.8	i	-5	-2%	-3.6	572
Cc1ccc(Oc2ccc(NC(=O)CCC(=O)OCC(=O)c3cccs3)cc2)cc1C	0.37	1482	1	i	31	/	/	24%	4.8	1.8	5.8	i	2	23%	0.8	1429
CC1(C)NC(=O)N(c2ccccc2Cl)C1(C)NO (stereo not given)	0.31	1258	1.1	i	9	-1	822	4%	3.2	2.2	11	i	5	1%	-4.3	1214
Cc1ccc2c(c1)NC(=O)C(CC(=O)NCCCN1CCN(c3cc(Cl)ccc3C)CC1)O2 (stereo not given)	/	/	1	i	30	1	648	19%	2.5	3.1	8.3	i	15	17%	1.7	1029
Cc1ccc(NC(=S)N2CCC(O)CC2)c(C)c1	-0.1	1437	1	i	32	0	746	7%	2.2	4.2	12	i	-3	8%	0.5	1458
COc1ccccc1NCCC#N	0.23	941	1.1	i	58	1	748	11%	3.4	2.8	0.5	i	-19	10%	-0.3	1204
CN(C)C(=O)N1CCC(C(=O)N2CCCC(C(=O)c3ccc(C(C)(C)C)cc3)C2)CC1 (stereo not given)	-0.37	1380	1.1	i	61	-19	654	8%	4.1	2.0	3.0	i	9	-1%	-0.8	1201
CCOc1ccc(C(=O)C(C)=O)c(OCC)c1	/	/	1.1	i	45	3	702	-14%	2.3	1.1	2.2	i	14	-4%	-0.3	1563
CC1=CC(C)(C)NC(=S)N1c1ccc(C)cc1	/	/	1	i	12	-18	719	-4%	3.0	2.4	4.0	i	-13	0%	1.8	490
Cc1onc(-c2ccccc2Cl)c1C(=O)NCc1nc(-c2ccccc2)no1	1	1392	1.1	i	49	-2	783	21%	8.1	14	98	i	-3	11%	-0.9	1022
CC1CCN(C(=O)Cc2nn(C)c(=O)c3ccccc23)CC1	0.28	1079	1.1	i	58	/	/	7%	1.7	0.9	3.6	i	-40	4%	1.1	1384
CCN(CC)C(=O)c1ccc(Cn2cc([N+](=O)[O-])cn2)o1	-0.26	1640	1.1	i	43	1	735	5%	3.3	1.2	6.7	i	-7	0%	1.3	947
COC(c1ccccc1)c1nnc(CCC(=O)N(C)Cc2cccc(-n3cccn3)c2)o1 (stereo not given)	-0.35	1550	1.1	i	60	-3	713	17%	2.0	2.3	5.4	i	21	11%	1.2	967
CCOC(=O)C(=CNc1ccc(NC2=NCC(C)S2)cc1)C(=O)OCC (stereo not given)	-0.31	1189	1.2	i	40	36	638	2%	1.9	2.4	4.9	i	14	8%	-2.7	500
CCC(C)OC(=O)C[N+](C)(C)CCOC1CC2CCC1(C)C2(C)C (stereo not given)	-4.7	674	1.1	i	38	-14	534	3%	5.0	1.8	4.1	i	8	5%	0.0	1540
CCOc1ccc(/C=N/NC(=S)NC2CC3CCC2C3)cc1 (stereo not given)	-1.3	1363	/	i	54	6	777	/	/	/	/	/	/	/	-0.5	1090
Clc1cccc(N/N=C/c2ccncc2)c1	-0.44	1107	1.1	i	18	11	598	-15%	2.5	1.8	3.3	i	0	-20%	0.4	845
COc1ccc(C(=O)c2cnc(C(C)C)n2C)cc1	/	/	1.1	i	20	-6	761	4%	3.3	2.0	4.7	i	10	5%	-7.0	1204
O=C1CCC2(C(=O)O)Sc3ccccc3N12 (stereo not given)	-0.79	748	1.1	i	26	0	807	-5%	2.0	1.3	5.8	i	30	-4%	-3.0	1233
Cn1c(=O)c(-[n+]2ccccc2)c([O-])c2ccccc21	-1.4	945	1	i	58	4	720	31%	1.9	1.6	8.6	i	-2	28%	/	/
CC(CC(=O)NC(C)c1ccc2c(c1)OCCO2)c1ccccc1 (stereo not given)	/	/	1.1	i	49	0	519	13%	2.3	2.0	2.2	i	-1	2%	1.3	952
Cc1ccc(S(=O)(=O)N(CC(O)CN2C(=O)NC(C)(C)C2=O)c2ccccc2)cc1 (stereo not given)	1.1	1547	1.1	i	59	/	/	-1%	2.1	1.7	3.8	i	3	-5%	-0.4	1340
O=C(N/N=C/c1ccc([N+](=O)[O-])o1)c1ccncc1	-0.95	1132	/	i	39	-3	657	/	/	/	/	/	/	/	5.6	1021
Cc1ccc(NS(=O)(=O)c2cccs2)cc1S(=O)(=O)N1CCCCCC1	0.16	1262	1.1	i	37	-14	705	1%	3.1	3.0	7.8	i	-8	-1%	-3.0	1045
CSc1nc2nc3c(c(=O)n2[nH]1)CN(Cc1ccccc1)CC3	-0.48	1491	1	i	40	/	/	-6%	3.7	3.4	8.2	i	0	-3%	1.3	1369
O=c1c2c3c(sc2nc2n1CCC2)CCCC3	0.37	1095	/	i	34	25	616	/	/	/	/	/	/	/	-0.4	1336
CCOC(=O)C1(CC2CC2)CCN(Cc2cn(C)c3ccccc23)CC1	/	/	1	i	46	-2	729	1%	1.3	1.9	6.2	i	-10	0%	1.6	1466
CCOc1ccccc1N1CCN(Cc2ccco2)CC1	/	/	1.1	i	10	-7	725	1%	0.9	1.8	8.4	i	6	-11%	/	/
Cc1ccc2cc(CN(Cc3ccco3)S(=O)(=O)c3c(C)ccc4nsnc34)c(=O)[nH]c2c1	0.74	756	1.1	i	56	-5	717	27%	5.4	2.7	11	i	2	19%	-0.4	1097
CC(=O)Nc1ccc(OCCC[n+]2cccc(C(=O)[O-])c2)cc1	-1.2	1198	1.1	i	53	-11	695	-14%	2.2	2.0	9.8	i	0	-13%	-1.7	1106
c1ccc2sc(N3CCCN(Cc4nc(-c5cnccn5)no4)CC3)nc2c1	0.51	1428	1.1	i	31	-3	732	16%	1.8	2.2	3.5	i	-20	8%	-3.0	1023
Cc1ccccc1-n1c(Cn2c(=O)sc3ccccc32)nnc1SCC(=O)N1CCCC1	-0.23	1892	1	i	42	0	696	5%	2.2	3.4	6.1	i	17	-2%	-2.2	1064
COc1c(F)c(F)c(C(=O)Nc2ccc(NC(=O)c3ccco3)cc2)c(F)c1F	-1.3	1162	1.1	i	34	12	681	2%	1.5	0.2	31	i	-4	0%	/	/
O=c1oc2c(CN3CCCCC3)c(O)ccc2c2c1CCCCC2	-0.03	1070	1.2	i	18	/	/	-13%	4.9	1.7	6.9	i	8	0%	-1.0	1131
CCc1cccc(C)c1NC(=O)CSc1nc2ccc(N3C(=O)c4ccccc4C3=O)cc2s1	0.66	1470	1.1	i	55	/	/	8%	2.2	1.7	9.1	i	-17	3%	2.0	1343
O=C(NCc1ccccn1)c1cc(-n2cnnc2)ccc1Cl	2	1282	1	i	39	2	762	11%	3.4	1.9	7.4	i	-1	6%	0.2	789
Cc1cc(NC(=O)CCC(=O)N(c2ccccc2)C2(C(=O)NC3CCCCC3)CCCC2)no1	-0.69	1356	1.1	i	56	/	/	-5%	1.5	1.4	10	i	13	-5%	-0.6	1160
COC(=O)C(C)n1nnc2sc(-c3ccccc3)cc2c1=O (stereo not given)	-0.77	1215	1.1	i	40	-13	773	-8%	1.9	3.0	5.1	i	3	-5%	-0.8	1109
CCC(C)(C)NC(=O)C(c1ccncc1)N(Cc1cccs1)C(=O)Cn1nnc2ccccc21 (stereo not given)	1.3	1345	1.1	i	43	/	/	-10%	5.0	2.0	3.9	i	18	3%	0.9	1148
Cc1ccc(CNc2ncnc3cc(Cl)ccc23)o1	/	/	1.1	i	39	9	785	-1%	4.2	2.0	4.8	i	24	-4%	-14	1185
Cc1ccc(COc2ccc(/C=N/NC(=O)CN3CCCCC3)cc2)cc1	-0.57	1153	1.1	i	26	-3	752	-3%	1.8	2.2	5.0	i	-4	2%	1.9	1019

Three of these compounds in a different format.
smiles | Ins promoter up | Ins promoter up cell count | TNAP activation fold | T cell HTS | T cell HTS vesicle-bound % | Lipid droplet | Lipid droplet cells 6.5 µM | PMI inhibitors | MT stabilizer | MT stabilizer Hoechst-high % | MT stabilizer cytotoxicity % | Autophagy HCS | Autophagy HCS cell loss 18 h | human PMI inhibitors | b-catenin transl | b-catenin transl cell count 5 µM
COc1ccccc1NCCC#N | 0.23 | 941 | 1.1 | i | 58 | 1 | 748 | 11% | 3.4 | 2.8 | 0.5 | i | -19 | 10% | -0.3 | 1204
Cc1onc(-c2ccccc2Cl)c1C(=O)NCc1nc(-c2ccccc2)no1 | 1 | 1392 | 1.1 | i | 49 | -2 | 783 | 21% | 8.1 | 14 | 98 | i | -3 | 11% | -0.9 | 1022
O=C1CCC2(C(=O)O)Sc3ccccc3N12 (stereo not given) | -0.79 | 748 | 1.1 | i | 26 | 0 | 807 | -5% | 2.0 | 1.3 | 5.8 | i | 30 | -4% | -3.0 | 1233

Compounds were not picked by outcome. Share with any hit: about 2.9%.
